# Screening results from PubChem.
# NF-kB expr up: compounds increasing NF-kB expression in human neuronal cells; NF-kB reporter expression; active compounds read high; fold change at 12.5 µM; hit rate 1.6% among 190,000; AID 1239; in the data active = fold change above about 3.3
# STAT3 blocker: reduces IL-6 driven STAT3 reporter signal | U3A cells, IL-6 STAT3-luciferase reporter, luminescence; host cell line lacks STAT1 | inhibition, % at 5.5 µM | hit rate 0.89% among 190,000;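 active = inhibition above the mean inhibition across all screened compounds plus 3 SD, cut at about 44% in these data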;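 note: 0% = DMSO only wells and 100% = 100 µM nifuroxazide control wells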
# STAT1 act: STAT1 signaling activation; hit rate 2.6% among 200,000; AID 932; NIH 3T3 STAT1-luciferase reporter, IFN-gamma, luminescence; 100% = IFN-gamma alone, no compound; activation (% of control), % at 5.5 µM;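 active = activation above the screen-wide mean activation plus 3 SD, cut at about 130% in these data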;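 note: raw ratio to IFN-gamma control signal so 100% means no change and 0% no light; values of inactives mirror those of a sister screen read the other way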
# Hsp70 activator: Hsp70 transcriptional activation, primary screen; hit rate 0.04% among 200,000; HeLa Hsp70 promoter luciferase reporter, luminescence; scaled: vehicle 0, proteasome-inhibitor control 100%; activation, % at 10 µM;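 active = activation above the mean across all tested compounds plus 3 SD, cutoff set per campaign, cut at about 5.5% in these data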;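 note: 100% = MG132 at 30 µM as the positive control and 0% = DMSO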
# RAM inhibit: inhibitors of the yeast RAM network. S. cerevisiae dse1pr::URA3 reporter, 5-FOA growth OD615, 2 d; analog-sensitive cbk1-as2 kinase mutant strain. inhibition, % at 50 µM. hit rate 1.8% among 190,000. AID 868;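 active = inhibition above a set limit, 3 SD over mean compound inhibition, cut at about 8.4% in these data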;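 note: 0% = DMSO-only wells with no growth and 100% = 10 µM 1-NA-PP1 full growth; inhibition rescues growth on 5-FOA so higher OD means more RAM inhibition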
# APP transl inh: APP translation inhibition; SH-SY5Y APP 5'UTR-luciferase reporter, luminescence; inhibition, % at 2 µM; hit rate 0.82% among 190,000;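 active = inhibition above a set limit, derived from the sample mean plus 3 SD, cut at about 45% in these data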; note: values of inactives mirror those of a sister screen read the other way
# STAT1 inh: inhibitors of IFN-gamma induced STAT1 signaling. NIH 3T3 STAT1-luciferase reporter, luminescence. inhibition, % at 5.5 µM. hit rate 0.35% among 200,000. AID 920;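 active = inhibition above a set limit, the mean inhibition across all tested compounds plus 3 SD, cut at about 34% in these data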;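 note: 0% = IFN-gamma with DMSO and 100% = IFN-gamma with 300 µM nifuroxazide; values of inactives mirror those of a sister screen read the other way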
# APP 5'UTR act: APP 5'UTR luciferase reporter activation | SH-SY5Y APP 5'UTR luciferase reporter, luminescence; zero percent = DMSO vehicle wells | activation, % at 2 µM | hit rate 1% among 190,000 | AID 1276;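 active = activation above a set limit, based on mean plus 3 SD of controls, cut at about 140% in these data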; note: values of inactives mirror those of a sister screen read the other way
# FLuc inh counter: counter-screen for luciferase assay inhibitors: firefly luciferase inhibition. ATPLite firefly luciferase biochemical luminescence, 10 min. inhibition, % at 10 µM. hit rate 1.5% among 200,000;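 active = inhibition above about 50% when tested at 10 µM, limit read from the data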
# Target sequence (P08659 whole entry, looked up): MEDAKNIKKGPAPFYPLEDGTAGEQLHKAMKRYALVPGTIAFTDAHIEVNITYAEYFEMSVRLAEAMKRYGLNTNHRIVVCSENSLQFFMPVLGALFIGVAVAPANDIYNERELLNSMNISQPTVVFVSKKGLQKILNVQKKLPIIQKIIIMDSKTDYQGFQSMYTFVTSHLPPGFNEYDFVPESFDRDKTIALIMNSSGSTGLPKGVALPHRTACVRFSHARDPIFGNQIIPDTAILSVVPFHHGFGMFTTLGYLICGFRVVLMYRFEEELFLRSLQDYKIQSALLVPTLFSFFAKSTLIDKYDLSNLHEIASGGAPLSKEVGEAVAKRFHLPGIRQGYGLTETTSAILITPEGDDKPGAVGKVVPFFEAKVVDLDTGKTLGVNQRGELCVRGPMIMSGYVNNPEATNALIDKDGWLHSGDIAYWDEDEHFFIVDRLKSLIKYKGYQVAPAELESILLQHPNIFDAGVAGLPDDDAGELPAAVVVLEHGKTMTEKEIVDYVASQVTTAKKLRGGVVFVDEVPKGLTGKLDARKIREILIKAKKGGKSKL
# STAT3 act: increases IL-6 driven STAT3 reporter signal; U3A cells, IL-6 STAT3-luciferase reporter, luminescence; 100% = signal with IL-6 EC80 alone; hit rate 0.91% among 190,000; activation (% of control), % at 5.6 µM; AID 871;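 active = activation above the screen-wide mean of compound activation plus 3 SD, cut at about 130% in these data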;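 note: 0% = background luminescence of wells with medium and substrate only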
#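 Detection: reporter luminescence signal / Assay system: STAT1-lacking human U3A cells, STAT3 luciferase reporter / Incubation: compound pre-incubation 1 h before IL-6, then 6 h stimulation at 37 °C / Control set: IL-6-only high control / Read-out: % activation relative to IL-6 control / Probe or stimulus: Interleukin-6, 33 ng/mL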
# * = called active by the depositor; . = no result given.
compound	NF-kB expr up	STAT3 blocker	STAT1 act	Hsp70 activator	RAM inhibit	APP transl inh	STAT1 inh	APP 5'UTR act	FLuc inh counter	STAT3 act
Cc1scc(C(=O)N2CCN(S(C)(=O)=O)CC2)c1-c1ccccc1	0.82	-0.8	100.2	-0.3	0.0	-0.5	-0.2	0.5	-5.4	103.8
COC(=O)C1=CN(Cc2cccs2)C=C(C(=O)OC)C1c1cccc(OC)c1OC	1.05	-3.2	106.9	-0.1	3.0	6.5	-7.7	-6.5	-4.1	103.4
N#Cc1ccccc1S(=O)c1ccccc1C(=O)Nc1ccccc1 (configuration not stated)	1.15	8.6	101.0	-0.1	1.2	8.8	-1.4	-8.8	-8.2	99.0
O=C(Cc1c[nH]c2ccccc12)NCc1ccc(Cl)cc1Cl	1.26	-16.4	100.3	-0.2	1.3	-15.3	2.0	15.3	14.4	110.9
CCN(CC)S(=O)(=O)c1cccc(C(=O)N/N=C/c2c(C)nn(-c3ccccc3)c2Cl)c1	1.05	2.0	99.1	0.0	6.5	0.3	1.1	-0.3	-10.3	97.1
C/C(=N\N(Cc1ccccc1)c1ccccc1)c1cccnc1	1.03	5.8	101.1	-0.3	0.0	-7.5	-1.5	7.5	-7.8	101.5
CC1CCN(CC(=O)Nc2cccc(Cl)c2)CC1	1.21	-3.4	101.0	0.4	0.0	-7.6	-4.4	7.6	-9.1	106.9
COc1cc([N+](=O)[O-])ccc1NC(=O)Nc1ccc2c(c1)OCCO2	0.92	16.3	103.2	-0.3	4.1	-21.7	-5.7	21.7	13.9	91.1
O=C(O)c1ccc2c(c1)N(Cc1ccccc1F)C(=O)c1ccccc1S2=O (configuration not stated)	1.6	-3.3	86.0	-0.3	2.2	2.1	15.6	-2.1	-5.9	107.2
Cc1ccc(CNC(=O)c2ccccc2N)cc1	1.05	-1.9	96.6	-0.2	0.3	-8.3	3.8	8.3	-0.1	104.3
O=S(=O)(c1ccc(-c2ccccc2)cc1)N1CCCC1	1.11	-4.7	102.0	0.2	0.5	6.9	-4.2	-6.9	-5.3	110.5
CC(C)(C)S(=O)(=O)/C(C#N)=N/Nc1ccc(S(N)(=O)=O)cc1	1.02	1.4	93.9	-0.3	0.1	12.8	5.2	-12.8	-0.7	104.7
COC(=O)c1cc(NC(=S)Nc2cc(Cl)cc(Cl)c2)cc(C(=O)OC)c1	0.93	8.9	91.4	-0.3	2.4	1.7	9.5	-1.7	-0.6	95.4
O=c1c2cccnc2n(-c2ccccc2)n1Cc1ccc(Cl)cc1	1.13	23.0	99.9	0.4	4.6	6.8	0.3	-6.8	-5.1	86.7
CCCOc1ccc(N2CC(C(=O)NCCc3ccc(OC)c(OC)c3)CC2=O)cc1 (configuration not stated)	1.02	5.0	98.7	-0.1	1.4	11.2	-0.8	-11.2	-0.1	100.6
CCOC(=O)c1cc(-c2cc(OC)c(OC)c(OC)c2)nc2c1c(=O)[nH]c(=O)n2Cc1ccccc1	1.11	19.2	87.1	-0.4	4.0	15.3	11.8	-15.3	-11.2	86.3
Cc1ccc(C(=O)Cn2c(N3CCOCC3)nc3c2c(=O)n(C)c(=O)n3C)cc1	1.82	9.9	103.7	-0.1	1.8	2.0	-4.0	-2.0	-7.4	93.6
CCNC(=S)N/N=C/c1ccc(C#N)cc1	1.02	9.5	103.4	-0.4	0.4	-4.2	-4.8	4.2	22.9	93.4
O=C(Nn1cnnc1)c1ccc([N+](=O)[O-])cc1	1.09	-4.2	104.6	-0.4	0.1	-3.2	-7.1	3.2	-5.5	106.6
O=C(c1ccc2c(=O)n(Cc3ccco3)c(=S)[nH]c2c1)N1CCN(c2ccccc2)CC1	1.33	0.5	99.7	-0.4	3.6	-20.7	0.3	20.7	-5.0	102.7
O=C1NCCCC1C(=O)Nc1ccccn1 (configuration not stated)	1.07	15.5	91.7	-0.5	-0.9	-21.9	9.1	21.9	-7.8	94.2
O=C(N/N=C/c1cccs1)C(=O)N1CCCC1	.	9.2	112.0	0.8	0.3	-13.5	-12.6	13.5	0.8	97.1
Cc1nc2c([nH]c3ccccc32)c(=O)n1N	1.24	-23.8	92.2	-0.2	0.4	-2.5	8.1	2.5	0.9	128.1
O=C(Nc1cnn(Cc2ccc(Cl)cc2Cl)c1)c1cc(-c2cccs2)on1	1.22	14.1	91.5	-0.1	3.5	15.2	9.3	-15.2	-1.9	90.8
O=C(Cc1cccs1)Nc1nc2c(ccc3ccccc32)s1	1.18	-70.4	101.6	-0.2	5.4	-11.6	-1.7	11.6	3.4	158.8*
O=C(Cc1c(F)cccc1Cl)NCC1CCCO1 (configuration not stated)	0.87	-5.3	97.5	-0.3	0.8	5.7	2.7	-5.7	-7.8	107.2
C=CCNc1nc(Cl)nc(Nc2ccc(OCC)cc2)n1	1.29	-4.0	105.3	-0.2	4.1	8.1	-6.0	-8.1	-7.8	106.9
COc1ccc(CC(=O)Nc2cccc(S(=O)(=O)N3CCCCCC3)c2)cc1OC	0.79	74.2*	95.4	-0.4	11.7*	15.9	5.2	-15.9	-5.3	37.5
O=C1N(Cc2ccccc2)CCCC12CCCN(Cc1ccccc1)C2=O	1.01	4.0	99.7	-0.3	0.6	1.9	0.3	-1.9	3.3	99.8
O=C(O)c1ccccc1NC(=O)C1CCCO1 (configuration not stated)	1.14	0.5	104.0	-0.2	0.6	-13.2	-4.4	13.2	-1.7	103.0
Cc1nc2sc(C(=O)OC(C)C)c(N)c2c(C)c1C	1.83	-16.4	123.0	-0.2	1.5	-64.5	-22.4	64.5	8.7	118.7
Cc1nn(-c2ccccn2)c2c1C(c1ccccc1Cl)C1=C(N2)c2ccccc2C1=O (configuration not stated)	0.43	9.4	92.0	-0.3	5.8	12.9	8.9	-12.9	-8.9	92.9
CC(=O)c1c(C)[nH]c(-c2ccccc2)c1C	1.25	9.5	102.5	-0.4	0.3	8.8	-2.8	-8.8	0.8	94.3
Cc1ccc(-c2nnc(SCC(=O)Nc3ccccc3N3CCOCC3)o2)cc1	1.46	-0.3	93.6	-0.1	1.2	-24.1	4.9	24.1	-1.0	102.1
O=C(COC(=O)c1cc(-c2ccncc2)nc2ccccc12)Nc1ccc2c(c1)OCO2	1.2	0.3	102.3	-0.2	0.6	-4.2	-2.6	4.2	-4.3	99.0
O=C(CSc1nnc(NC(=O)C2CC2)s1)Nc1ccc(F)cc1	1.05	6.8	101.4	-0.4	3.1	-10.7	-1.5	10.7	-3.3	98.7
CCc1ccc(-c2cc(C(F)(F)F)n3nc(C(=O)Nc4c(C)nn(Cc5ccc(F)cc5)c4C)cc3n2)s1	0.87	17.4	97.7	-0.6	5.6	-2.0	2.5	2.0	3.4	85.7
COc1cc(N=c2oc3c(C)ncc(CO)c3cc2C(N)=O)cc(OC)c1OC	0.6	0.8	93.9	0.2	4.0	2.4	6.0	-2.4	-2.4	110.8
COC(=O)c1ccc(=O)n(Cc2ccc3c(c2)OCO3)c1	1	7.4	107.7	-0.1	1.6	3.1	-8.4	-3.1	-7.0	95.7
O=C(Nc1ccccc1O)c1ccc(NS(=O)(=O)c2cccc3cccnc23)cc1	11.8*	.	93.7	1.7	3.9	-46.7	5.6	46.7	-2.0	.
Cc1cccc(OCCn2nc(C(=O)O)c3ccccc3c2=O)c1	1.02	9.1	93.6	-0.4	3.7	-2.3	7.0	2.3	2.7	93.8
COc1ccccc1C1C(C(C)=O)=C(O)C(=O)N1CCc1ccccc1 (configuration not stated)	1.13	-14.6	104.3	-0.1	2.6	-17.9	-4.6	17.9	-4.2	116.5
CCCC(=O)c1c[nH]c(C(=O)NCCCN2CCOCC2)c1	1.07	1.3	96.6	-0.2	0.1	11.8	3.7	-11.8	-1.5	104.0
COc1cccc(NC(=O)c2cccc(C)c2[N+](=O)[O-])c1	1.67	-1.4	121.6	0.0	-0.3	-33.7	-24.8	33.7	8.8	105.8
Cc1cc(Sc2nc(N(C)C)nc(N(C)C)n2)nc(Cl)n1	1.27	8.8	97.9	-0.1	1.1	7.1	1.9	-7.1	-4.2	96.0
CO/N=C(/CNC(=O)c1ccc(Cl)cc1Cl)c1ccc(Cl)cc1	1	10.7	93.7	0.4	4.2	-5.6	7.0	5.6	-5.7	97.4
O=C(Nc1nnc(C2CC2)s1)c1cccc(S(=O)(=O)N2CC(c3ccccc3)CC2=O)c1 (configuration not stated)	0.92	1.5	99.4	0.2	2.2	6.4	0.7	-6.4	-5.7	106.4
COc1ccc(C(=O)Nc2ccc(S(=O)(=O)Nc3onc(C)c3C)cc2)cc1OC	1.19	3.1	104.3	-0.6	2.5	7.9	-4.7	-7.9	-3.7	102.9
O=C(CCCn1c(=S)[nH]c2ccc(Br)cc2c1=O)N1CCN(c2ccccn2)CC1	0.62	12.5	92.0	0.0	-0.4	4.0	8.8	-4.0	-5.9	93.0
CCCCn1c(SCC(=O)Nc2cc(C(F)(F)F)ccc2Cl)nnc1C(CC)N(C)C (configuration not stated)	0.89	-0.6	97.4	0.0	0.3	-8.1	2.9	8.1	-3.9	100.4
Cc1ccsc1/C=C1\Oc2cc(OCC(=O)c3ccccc3)ccc2C1=O	1.37	5.0	102.4	-0.3	3.1	-16.5	-2.7	16.5	11.0	91.8
CCC(CO)NCc1ccccc1OC(C)C (configuration not stated)	1.03	-4.1	97.2	-0.2	2.6	13.1	0.9	-13.1	-7.2	106.5
COC(=O)c1cc(C(=O)OC)n(Cc2ccc(F)cc2)n1	1.17	5.2	97.0	0.4	-0.2	-1.7	4.4	1.7	-7.3	98.2
CCOc1ccc(C(=O)NCC(=O)OCc2csc(-c3ccccc3)n2)cc1	1.02	1.8	102.0	-0.4	5.3	35.5	-2.2	-35.5	5.2	103.3
COCCCNC(=O)CC(NS(=O)(=O)c1ccc(Cl)cc1)c1ccco1 (configuration not stated)	1.06	-4.0	104.6	0.1	0.1	3.4	-5.0	-3.4	-2.3	107.5
CC(C)OC(=O)c1cc2c(ccn2C)n1CC(=O)N1CCC(Cc2ccccc2)CC1	0.74	-1.4	101.1	-0.4	5.8	4.4	-1.2	-4.4	-7.2	105.3
Nc1nc(SCC(=O)NC2CCCCCC2)[nH]c(=O)c1-c1ccccc1	1.03	6.6	101.0	-0.1	5.8	25.1	-1.1	-25.1	-5.8	94.6
COc1cc(/C=C/C(=O)NCCN2CCOCC2)cc(OC)c1OC	0.88	-2.8	103.9	-0.4	-1.3	-4.3	-4.4	4.2	-7.6	100.2
CCOC(=O)COc1cc(-n2c(=S)[nH]c3ccccc3c2=O)c(Cl)cc1Cl	1.01	16.0	91.0	-0.2	1.0	-9.8	9.4	9.8	-7.5	90.0
